SIAE primary: blocks human sialic acid acetylesterase; inhibition, % at 9.66 µM; 370,000 tested, 0.69% active; Q9HAT2; AID 1053197; SIAE FP-Rh probe binding, fluorescence polarization;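 active = inhibition above a cutoff: mean of compounds within the control limits plus 3 SD of those, cut at about 17% in these data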;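 note: 0% = plate median of compound wells and 100% = probe without SIAE protein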
Target sequence (Q9HAT2 whole entry, looked up): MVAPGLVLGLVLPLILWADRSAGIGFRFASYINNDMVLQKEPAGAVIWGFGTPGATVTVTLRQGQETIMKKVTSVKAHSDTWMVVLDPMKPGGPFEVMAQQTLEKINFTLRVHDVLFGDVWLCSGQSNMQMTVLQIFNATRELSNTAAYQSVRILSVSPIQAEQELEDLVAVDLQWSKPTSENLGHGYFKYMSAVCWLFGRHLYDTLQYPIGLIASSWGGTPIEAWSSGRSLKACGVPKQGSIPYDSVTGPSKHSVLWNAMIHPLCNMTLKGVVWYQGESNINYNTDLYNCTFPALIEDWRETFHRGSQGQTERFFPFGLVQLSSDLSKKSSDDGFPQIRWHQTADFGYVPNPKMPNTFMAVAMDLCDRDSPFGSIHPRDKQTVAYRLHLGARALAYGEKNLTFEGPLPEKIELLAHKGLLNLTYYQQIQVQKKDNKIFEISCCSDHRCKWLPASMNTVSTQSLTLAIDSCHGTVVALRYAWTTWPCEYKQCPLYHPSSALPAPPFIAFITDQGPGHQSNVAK
mABHD4 FP: inhibitors of mouse ABHD4. Q8VD66. inhibition, % at 8.92 µM. 370,000 tested, 0.54% active. purified mABHD4, FP-Rh probe fluorescence polarization;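 active = inhibition exceeding the mean over every tested compound plus 3 SD, cut at about 30% in these data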;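 note: 0% = plate median of compound wells and 100% = S159A mutant with DMSO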
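System: mouse ABHD4 enzyme, wild type / Medium: HEPES pH 7.0, NaCl, Pluronic buffer / Reagent: FP-Rh activity-based fluorescent probe / Control set: S159A mutant high control, sample median low control / Detection: fluorescence polarization with parallel and perpendicular emission, 525/598 nm / Schedule: 45 min + 60 min at 25 °C / Compound dosing: 8.92 µM, single dose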
HTRA1 inh: HTRA1 (human) protease inhibition; Q92743; recombinant HTRA1, FP-rhodamine activity-based probe, fluorescence polarization; inhibition, % at 5.96 µM; 340,000 tested, 0.5% active; AID 504803; in the data active = inhibition above about 36%;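 note: 0% = enzyme with DMSO and 100% = wells lacking enzyme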
Target sequence (Q92743 whole entry, looked up): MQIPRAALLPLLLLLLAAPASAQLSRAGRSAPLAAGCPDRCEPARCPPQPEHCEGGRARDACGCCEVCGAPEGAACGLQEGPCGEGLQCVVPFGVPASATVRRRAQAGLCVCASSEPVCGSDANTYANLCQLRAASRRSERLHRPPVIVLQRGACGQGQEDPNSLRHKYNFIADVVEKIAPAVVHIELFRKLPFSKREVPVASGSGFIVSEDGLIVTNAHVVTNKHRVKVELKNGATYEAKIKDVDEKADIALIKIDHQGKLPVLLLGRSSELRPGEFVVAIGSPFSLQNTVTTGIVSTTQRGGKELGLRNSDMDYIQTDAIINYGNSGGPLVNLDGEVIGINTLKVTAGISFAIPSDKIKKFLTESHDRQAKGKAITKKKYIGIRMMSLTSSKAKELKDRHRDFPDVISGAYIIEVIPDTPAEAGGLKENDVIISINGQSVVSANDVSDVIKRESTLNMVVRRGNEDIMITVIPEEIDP
MBD2 DNA inh: MBD2-methylated oligo binding inhibition; Q9UBB5; TR-FRET, MBD2 binding to methylated oligonucleotide; inhibition, % at 4.4 µM; 370,000 tested, 0.31% active; AID 686964; in the data active = inhibition above about 13%
PRMT1 inh: PRMT1 (human) inhibition, primary screen. recombinant PRMT1, activity-based probe fluorescence polarization. inhibition, % at 2.79 µM. 370,000 tested, 1.3% active. AID 652257;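 active = inhibition above about 21% made by adding two undisclosed values, limit read from the data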
GC-B act: GC-B (human) receptor activation | activation, % at 10 µM | P20594 | AID 1920062 | 370,000 tested, 0.11% active | HEK293-GC-B cells, CNP EC30, cGMP TR-FRET; 0% at EC30 CNP, 100% saturating CNP;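 active = activation at 10 µM reaching about 35% in either raw or pattern-adjusted values, limit read from the data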
TDP2 absorb: blocks human TDP2 phosphodiesterase activity | O95551 | recombinant TDP2, T5PNP hydrolysis, p-nitrophenol absorbance 415 nm | inhibition, % at 12.8 µM | 370,000 tested, 0.34% active | AID 720702;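 active = inhibition above the mean of all tested compounds plus 3 SD, set per campaign, cut at about 25% in these data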;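 note: 0% = DMSO with enzyme and 100% = buffer with substrate but no TDP2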
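Test system: human TDP2 enzyme; Input: 120 nM TDP2 per well; Buffer or medium: Mg2+-containing Tris-HCl buffer, pH 7.5; Reagent: 5 mM T5PNP; Dosing: 12.8 µM single point, 1% DMSO; Incubation: reaction 2 h, 37 °C; Detection: p-Nitrophenol epi absorbance; Read-out: % inhibition relative to enzyme-containing and enzyme-free wells; Replicates: single well per compound.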
TCR-CD3 inh: blocks the human TCR-CD3 interaction. 360,000 tested, 0.37% active. inhibition, % at 9.4 µM. TAMRA-labeled TCR probe fluorescence, biochemical. AID 651800; in the data active = inhibition above about 19%;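 note: recombinant mutant TCR 2C K166C tagged with TAMRA read by polarization; 0% = receptor in buffer alone and 100% = receptor with positive control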
rCAG RNA binder: r(CAG) repeat RNA binding | inhibition, % at 3 µM | 370,000 tested, 1.3% active | AID 651821 | TO-PRO-1 dye displacement fluorescence;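 active = inhibition above the plate cutoff, the mean of all test compounds on that plate plus 3 SD, cut at about 35% in these data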;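 note: 0% = DMSO alone and 100% = 100 µM mitoxantrone as full dye displacement; higher means more dye released from RNA so lower well fluorescence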
LEDGF integ inh: blocks HIV-1 LEDGF/p75-dependent DNA integration; TR-FRET IN-LEDGF/p75 DNA integration, Eu/Cy5; inhibition, % at 3.7 µM; 370,000 tested, 0.64% active; AID 743269;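 active = inhibition above the screen-wide mean plus 3 SD, cut at about 13% in these data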;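 note: signal is the Cy5 over europium emission ratio at 671 and 618 nm; 0% = plate median of compound wells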
Starred values were filed as active, the others as inactive; · = no result given. A portion of the library. The share of hits here may be higher or lower than overall.

SMILES	SIAE primary	mABHD4 FP	HTRA1 inh	MBD2 DNA inh	PRMT1 inh	GC-B act	TDP2 absorb	TCR-CD3 inh	rCAG RNA binder	LEDGF integ inh
O=c1c2cc(Br)ccc2[nH]c(=S)n1Cc1ccccn1	6	4	-4	-3	2	-2	-5	4	1	3
CC(=O)c1c(O)cc(C(C)C)n(-c2ccccc2)c1=O	0	3	5	-6	-3	4	-10	1	1	2
CCOc1cc(NC(=S)NCCOC)c(OCC)cc1NC(=O)c1cccs1	4	-2	·	-4	0	-5	2	-5	7	-2
CSc1ccccc1NC(=S)NC1CCCC1	3	5	-1	-2	1	6	1	-2	-2	1
Cc1cccc(/N=C/c2c(O)[nH]c3ccccc23)n1	1	9	-6	-3	5	-5	9	-7	1	-5
CCOC(=O)C1=C(C)OC(N)=C(C#N)C1c1cc2cc(C)ccc2nc1N1CCCCC1 (centres undefined)	1	-3	-8	0	14	3	0	6	7	4
Cc1ccc(/C=N/NC(=O)Cc2cccn2C)s1	0	4	1	-5	-1	4	-1	1	5	4
CC(C)(C)Cc1c(-c2ccc(Cl)cc2)nc2ccc(Br)cn12	-17	-1	-2	1	-1	-3	0	0	1	-1
Cc1ccc(Cc2c(-c3ccc(Cl)cc3)nc3ccc(Cl)cn23)cc1	-2	-9	-60	-6	2	26	-1	-1	29	7
COC(=O)Cn1ncn2cccc2c1=O	-5	-1	-1	0	-3	8	6	-2	-1	2
COc1cccc(NC(=O)Nc2ccc3c(c2)CCC3)c1	1	-4	-26	2	-4	-3	-6	1	4	3
COc1ccc(S(=O)(=O)N2CCCCC2c2cc(C(=O)NCc3ccc(F)cc3)no2)cc1 (centres undefined)	0	-8	·	-6	-6	6	-11	1	4	2
COCCn1c(SCC(=O)NC(=O)NC2CCCCC2)nc2ccccc2c1=O	-1	1	-7	-5	1	2	-10	4	4	1
CCN(CC)CCC/C(=N\O)C(O)(c1ccccc1)c1ccccc1	3	5	9	3	0	2	1	10	-1	7
CCCS(=O)(=O)c1c(S(=O)(=O)CCC)c2cnccn2c1C(=O)c1ccc(CC)cc1	7	-1	16	-3	-2	-2	-1	5	1	-1
COCCN1C[C@@H](CO)O[C@@H](n2cnc3c(NCCO)ncnc32)C1	2	1	·	6	3	-3	-1	-2	-1	-2
Cc1nn(C)c(C(=O)NNC(=S)Nc2ccc(F)cc2)c1[N+](=O)[O-]	4	2	-4	1	-1	2	3	-5	6	0
CCn1c(SCC(=O)OC(C)C)nnc1-c1ccccc1OC	-2	5	-3	-2	6	0	2	-2	-5	-7
CN1CCN(/N=C/c2ccc(OCc3ccccc3)cc2)CC1	0	2	9	5	1	7	-7	-7	-9	-3
O=C(NCc1ccccc1)C1(c2cccc(F)c2)CCCC1	-5	-6	-11	0	0	-5	8	-4	-5	0

Two entries from above, set out differently.
COCCN1C[C@@H](CO)O[C@@H](n2cnc3c(NCCO)ncnc32)C1
  SIAE primary = 2
  mABHD4 FP = 1
  HTRA1 inh = ·
  MBD2 DNA inh = 6
  PRMT1 inh = 3
  GC-B act = -3
  TDP2 absorb = -1
  TCR-CD3 inh = -2
  rCAG RNA binder = -1
  LEDGF integ inh = -2
Cc1nn(C)c(C(=O)NNC(=S)Nc2ccc(F)cc2)c1[N+](=O)[O-]
  SIAE primary = 4
  mABHD4 FP = 2
  HTRA1 inh = -4
  MBD2 DNA inh = 1
  PRMT1 inh = -1
  GC-B act = 2
  TDP2 absorb = 3
  TCR-CD3 inh = -5
  rCAG RNA binder = 6
  LEDGF integ inh = 0

Next part.
SMILES	SIAE primary	mABHD4 FP	HTRA1 inh	MBD2 DNA inh	PRMT1 inh	GC-B act	TDP2 absorb	TCR-CD3 inh	rCAG RNA binder	LEDGF integ inh
O=C(NCCS(=O)(=O)N1CCN(c2ccccc2F)CC1)c1ccco1	4	1	2	-3	-6	3	14	3	-2	1
FC(F)(F)Sc1ccc(NC(=S)NCc2ccccc2)cc1	-22	-40	-13	3	-1	2	4	7	4	0
CC1CCCC(NC(=O)COC(=O)COc2ccccc2Cl)C1C (centres undefined)	8	-3	2	2	-3	-4	-5	4	-6	2
CC(C)(C)S(=O)(=O)N1Cc2cc(=O)n(Cc3ccccc3)c(CCO)c2[C@H]1CCO	-4	0	2	-4	2	-2	4	4	9	-2
COc1ccc(N(CC(=O)NCCSc2ccccn2)S(=O)(=O)c2ccccc2)c(OC)c1	0	-1	4	0	3	-3	4	0	-3	0
CC(=O)CC[C@H]1CC[C@]2(CCCN(C(=O)C(C)(C)C)C2)O1	-1	8	·	-1	4	-3	3	·	2	-3
CCOC(=O)C1(CCOc2ccccc2)CCN(Cc2cccc3c2OCO3)CC1	2	8	-19	-1	1	-2	-12	-3	-8	-6
COc1ccc2c(c1)C1=NN(/C(C)=C/C(C)=O)C(c3cccc(F)c3)C1CC2 (centres undefined)	1	9	-18	5	0	-17	-3	2	-2	1
COC(=O)C1Cc2ccccc2CN1S(=O)(=O)c1ccc(F)cc1 (centres undefined)	4	6	-3	-1	1	-5	9	2	-6	2
Cc1ccc(S(=O)(=O)N(C(=O)c2ccncc2)c2ccc(OC(=O)c3ccncc3)cc2)c(C)c1	-3	4	6	-5	-2	1	6	12	-1	2
CC1CC(C)CN(C(=O)c2cccc(S(=O)(=O)Nc3cc(C(F)(F)F)ccc3Cl)c2)C1 (centres undefined)	-2	-8	-20	-3	-1	3	7	4	71*	3
CC(CN1CCN(C)CC1)OC(=O)c1cccc(Cl)c1 (centres undefined)	-1	5	1	-1	5	-1	0	-4	-6	-5
CN(C(=O)CCS(=O)(=O)c1ccc2c(c1)oc(=O)n2C)C1CCCCC1	-15	-6	0	-1	-1	-9	-24	3	1	2
CCOC(=O)C1CCCN(C2=NC(=O)/C(=C/c3ccc(OC)cc3OC)S2)C1 (centres undefined)	-9	-4	-9	0	18	3	-5	-7	8	-8
O=[N+]([O-])c1ccc(/C=N/NC(=S)Nc2ccccc2F)o1	6	12	12	0	10	-10	1	-9	7	0
O=C(COC(=O)/C=C/c1ccccc1)NCC1CCCO1 (centres undefined)	0	7	5	4	-1	-2	-4	8	-4	2
Nc1ccc[n+](Cc2ccccn2)c1	3	6	4	-6	0	-2	8	9	2	1
C=CC[C@H](CC(=O)NCCO)C(=O)NC[C@H](OC(=O)[C@@H](CC=C)Cc1ccc(F)cc1)c1ccccc1	1	-2	-7	0	-1	3	-4	5	-7	2
CC(C)(CC(=O)O)CC(=O)Nc1ccc2c(c1)ncn2CCc1ccccc1	7	-2	3	-2	0	4	9	2	1	-3
CCc1ccccc1C1=CC(=O)C[C@H](c2ccc(OC)cc2)C1	-1	-9	-28	-3	3	-1	-1	2	-5	-1
Cc1ccc(S(=O)(=O)Cn2nnnc2C(CC(C)C)N2CCN(C(=O)c3ccco3)CC2)cc1 (centres undefined)	-5	-4	-1	8	3	4	-10	-2	5	-2
OCCCNc1nc(-c2ccc(Br)cc2)nnc1-c1ccc(Cl)cc1	-2	-23	-39	2	0	-2	-4	8	2	-3
O=C(CN1CCOCC1)Nc1nc2ccc([N+](=O)[O-])cc2s1	4	3	3	-6	-2	-1	-4	3	2	0
COc1ccc(OC)c(NC(=O)CSc2nc3scc(C)c3c(=O)[nH]2)c1	-2	14	-12	5	3	-3	-1	-7	28	-4
Cc1ccc(C)c(NC(=O)C2CC=CCC2C(=O)O)c1 (centres undefined)	2	3	4	-8	0	3	5	7	0	2
COc1ccc(CCNC(=O)C2CCN(C(=O)c3ccccc3C)CC2)cc1	-2	-5	2	-7	-6	-3	-6	2	-5	0
CCOc1ccc(N=Nc2c(=O)[nH]n3c(=O)cc(C)[nH]c23)cc1	12	14	3	-22	2	-8	-10	-4	11	1
CC1(C(=O)NS(=O)(=O)c2ccc(Cl)s2)CCN1C(=O)Cc1ccccc1Cl (centres undefined)	-1	0	·	-3	0	3	2	3	20	-1
COC(=O)Cc1nnn2c1[C@H](C)[C@H](C(C)(C)C)OCC2	0	6	·	0	0	4	4	5	2	1
O=C(Nc1ccc(OCC(=O)N2CCOCC2)cc1)c1cncc(Br)c1	3	0	2	-3	-3	-2	8	2	6	-1
COc1ccc(-c2cn(Cc3ccc([N+](=O)[O-])cc3)nn2)cc1	2	4	-9	-2	-1	3	5	1	-3	-1
O=c1[nH]c(Nc2ccc3c(c2)OCCO3)nnc1Cc1ccccc1	1	-3	4	-5	-1	-2	5	-5	-2	1
CCOc1cc(N2CCOCC2)c(OCC)cc1NC(=O)C1=NN(c2cccc(C)c2)C(=O)CC1	7	5	3	-2	-2	17	-1	1	-4	3
CC(=O)C1=C(O)C(=O)N(c2ccc(Br)cn2)C1c1ccc(F)cc1 (centres undefined)	0	11	1	5	-1	-7	-1	-1	-3	-1

Among those listed so far, these have an aryl methoxy group.
SMILES	SIAE primary	mABHD4 FP	HTRA1 inh	MBD2 DNA inh	PRMT1 inh	GC-B act	TDP2 absorb	TCR-CD3 inh	rCAG RNA binder	LEDGF integ inh
COc1cccc(NC(=O)Nc2ccc3c(c2)CCC3)c1	1	-4	-26	2	-4	-3	-6	1	4	3
COc1ccc(S(=O)(=O)N2CCCCC2c2cc(C(=O)NCc3ccc(F)cc3)no2)cc1 (centres undefined)	0	-8	·	-6	-6	6	-11	1	4	2
CCn1c(SCC(=O)OC(C)C)nnc1-c1ccccc1OC	-2	5	-3	-2	6	0	2	-2	-5	-7
COc1ccc(N(CC(=O)NCCSc2ccccn2)S(=O)(=O)c2ccccc2)c(OC)c1	0	-1	4	0	3	-3	4	0	-3	0
COc1ccc2c(c1)C1=NN(/C(C)=C/C(C)=O)C(c3cccc(F)c3)C1CC2 (centres undefined)	1	9	-18	5	0	-17	-3	2	-2	1
CCOC(=O)C1CCCN(C2=NC(=O)/C(=C/c3ccc(OC)cc3OC)S2)C1 (centres undefined)	-9	-4	-9	0	18	3	-5	-7	8	-8
CCc1ccccc1C1=CC(=O)C[C@H](c2ccc(OC)cc2)C1	-1	-9	-28	-3	3	-1	-1	2	-5	-1
COc1ccc(OC)c(NC(=O)CSc2nc3scc(C)c3c(=O)[nH]2)c1	-2	14	-12	5	3	-3	-1	-7	28	-4
COc1ccc(CCNC(=O)C2CCN(C(=O)c3ccccc3C)CC2)cc1	-2	-5	2	-7	-6	-3	-6	2	-5	0
COc1ccc(-c2cn(Cc3ccc([N+](=O)[O-])cc3)nn2)cc1	2	4	-9	-2	-1	3	5	1	-3	-1

High-throughput results: PubChem, several laboratories
